Bcl-B TR3 displacers = displacers of TR3 peptide from Bcl-B, primary screen, selectivity assay for Bfl-1 inhibitor project, biochemical, fluorescence polarization; AID 748; one-dose displacement, % at 20 µM; IC50 in µM for titrated hits; actives 0.11% (n = 96,000); FP displacement of FITC-TR3 peptide from Bcl-B; higher % means a stronger effect;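 active = displacement above 50% at 20 µM plus a fluorescence interference ratio under 1.5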;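 note: plate controls were wells without compound for no effect and wells lacking Bcl-B protein for full effect; a part of the inactive calls stands beside numbers as strong as those of hits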
IL1B NFkB pot = enhances IL-1B driven NFkB nuclear translocation; activation, % at 2 µM; AID 819; HUVEC IL-1B NFkB p65 nuclear translocation imaging; actives 0.3% (n = 94,000);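 active = activation above 40%, about the mean plus 3 SD, also judged a hit on visual image review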;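 note: percent activation is computed from the nuclear over cytoplasmic p65 intensity ratio; values of inactives mirror those of a sister screen read the other way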
MRP resist rev = compounds reversing MRP-mediated drug resistance; H69AR cells + 2 uM doxorubicin, CellTiter-Glo, 72 h; differential viability (reversal), % at 10 µM; actives 0.04% (n = 85,000);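 active = viability drop by adding the cancer drug above about 55%, with treated viability meeting a 40% cutoff, limit read from the data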;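 note: viability without doxorubicin minus viability with 2 µM doxorubicin for each compound; larger differential means the compound sensitizes cells more to doxorubicin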
IL1B NFkB inh = blocks IL-1B driven NFkB nuclear translocation in HUVEC cells. HUVEC IL-1B NFkB p65 nuclear translocation imaging. inhibition, % at 2 µM. actives 0.43% (n = 94,000). AID 796;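 active = inhibition above about 30% together with a positive call from visual inspection of the well image, limit read from the data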;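 note: nuclear over cytoplasmic p65 intensity ratio measured by imaging; 0% = IL-1B stimulated DMSO wells and 100% = unstimulated DMSO wells; values of inactives mirror those of a sister screen read the other way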
PLAP inhibitors HTS = PLAP enzyme inhibitors, biochemical, luminescence, HTS (AID 690). purified PLAP, luminescent substrate; higher % means a stronger effect. inhibition, % at 20 µM, or IC50 in µM where a hit was titrated. actives 0.08% (n = 96,000); in the data active = a potency from the dose series; inactive = the rest, 99 in 100 with inhibition below about 30%; note: strong numbers were not always called active
MRP resist rev cytotoxicity = further read-out of MRP resist rev, marked with its call; viability, %; H69AR cells, CellTiter-Glo, 72 h; measured here: cytotoxicity without doxorubicin
MRP resist rev with doxorubicin = second read-out of MRP resist rev, no call of its own (marks repeat the call); viability, %; measured here: viability with 2 uM doxorubicin; hits give low values
IL1B NFkB inh cell count 2 µM = further read-out of IL1B NFkB inh, marked with its call; cell count; measured here: cells passing quality filter;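 raw number of nuclei counted in each imaged well without normalization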
IL1B NFkB pot cell count 2 µM = also measured in IL1B NFkB pot; calls as there; cell count; measured here: cells passing quality filter
Active calls of the source: *; · = no result given. Some of the compounds tested; count on the stated rates, not on these rows.

The first 2 compounds as a preview:
SMILES	Bcl-B TR3 displacers	IL1B NFkB pot	IL1B NFkB pot cell count 2 µM	MRP resist rev	MRP resist rev cytotoxicity	MRP resist rev with doxorubicin	IL1B NFkB inh	IL1B NFkB inh cell count 2 µM	PLAP inhibitors HTS
COc1ccc(C2Oc3ccccc3N2C(C)=O)cc1 (stereo unspecified)	6%	2	142	-15	65	80	-2	142	-5%
O=C(Nc1cccc(NC(=O)c2nccc3ccccc23)c1)c1ccco1	0%	·	·	-18	78	96	·	·	23%

All compounds of this part (from the top)
SMILES	Bcl-B TR3 displacers	IL1B NFkB pot	IL1B NFkB pot cell count 2 µM	MRP resist rev	MRP resist rev cytotoxicity	MRP resist rev with doxorubicin	IL1B NFkB inh	IL1B NFkB inh cell count 2 µM	PLAP inhibitors HTS
COc1ccc(C2Oc3ccccc3N2C(C)=O)cc1 (stereo unspecified)	6%	2	142	-15	65	80	-2	142	-5%
O=C(Nc1cccc(NC(=O)c2nccc3ccccc23)c1)c1ccco1	0%	·	·	-18	78	96	·	·	23%
CC(C)Oc1cc(NC(=O)CSCC(=O)Nc2cccc(C(F)(F)F)c2)c(Cl)cc1Cl	8%	-3	164	·	·	·	3	164	20%
CCOC(=O)C1CCN(C(=O)CN(c2cc(OC)ccc2OC)S(=O)(=O)c2ccccc2)CC1	8%	·	·	-3	96	99	·	·	-64%
CCOC(=O)c1nnc(-c2ccc(C)cc2)nc1Sc1ccccc1Cl	-2%	-7	57	0	25	25	-14	151	3%
COc1ccc(C(=O)COC(=O)C(CC(C)C)N2C(=O)c3ccccc3C2=O)cc1 (stereo unspecified)	·	27	162	-7	99	106	-27	162	·
CCN1CCCC1CNC(=O)c1cc2c(=O)n(C)c3ccccc3c2n1C (stereo unspecified)	3%	-10	46	2	102	100	10	46	-60%
C=CCNC(=O)CSc1ccc(Cl)cc1	-7%	16	154	-15	99	114	-16	154	23%
CC(C)C1N=C2c3ccccc3N=C(SCc3cc(=O)n4cc(Cl)ccc4n3)N2C1=O (stereo unspecified)	6%	4	114	-5	54	59	-4	114	-26%
CCc1ccc(C2C(C#N)=C(N)Oc3n[nH]c(CC(=O)OC)c32)cc1 (stereo unspecified)	·	6	125	2	93	91	-6	125	·
CN1CCN(C2=Cc3ccccc3Sc3cc(F)c(Cl)cc32)CC1	·	14	122	-2	0	2	-14	122	·
CC1Cc2ccccc2N1C(=O)CCn1c(=O)oc2ccccc21 (stereo unspecified)	1%	8	185	10	87	77	-8	185	-36%
C=CCn1c(SCC(=O)N2CCCC2)nc2cc(C(=O)NCC3CCCO3)ccc2c1=O (stereo unspecified)	7%	6	92	2	91	89	-6	92	-28%
COc1ccc(NC(=O)NCCN2C(=O)C3C4C=CC(C4)C3C2=O)cc1 (stereo unspecified)	4%	-11	45	-4	90	94	11	45	6%
COc1ccccc1N1CCN(Cc2ccsc2)CC1	-20%	-3	204	3	94	91	3	204	-5%
CCOCC(=O)Nc1nnc(Cc2ccc(OC)c(OC)c2)s1	-1%	12	154	-6	74	80	-12	154	-16%
COc1ccccc1NC(=O)N(CCCN1CCOCC1)Cc1cc2cc3c(cc2[nH]c1=O)OCO3	3%	·	·	9	88	79	·	·	-47%
O=C(CN1CCN(S(=O)(=O)c2ccccc2)CC1)NC(=O)NC1CCCCC1	-20%	21	117	·	·	·	-20	117	-74%
Cc1cc(OCC(=O)Nc2ccc3oc(-c4ccncc4)nc3c2)ccc1Cl	-25%	5	86	5	74	69	-4	86	9%
O=C(NCCc1ccncc1)C12CC3CC(CC(C3)C1)C2	-24%	0	60	18	100	83	0	60	20%
O=C(O)c1cccnc1Oc1ccccc1	·	12	118	-3	85	88	-12	118	·
COc1ccc(NC(=O)COC(=O)c2cnccn2)cc1Cl	8%	-2	186	3	94	91	2	186	15%
CCCOn1nnnc1-c1ccccc1	·	-7	100	4	99	94	7	100	·
Cc1cccc(Nc2nc3c(c(=O)n(C)c(=O)n3C)n2Cc2ccccc2)c1	-4%	1	133	11	97	86	-1	133	-15%
CCOC(=O)C1=C(N)N(c2ccccc2Oc2ccccc2)C(=O)C1	8%	12	189	27	101	74	-12	189	-59%

15 compounds already listed, ordered by count of non-hydrogen atoms, smallest number first.
SMILES	Bcl-B TR3 displacers	IL1B NFkB pot	IL1B NFkB pot cell count 2 µM	MRP resist rev	MRP resist rev cytotoxicity	MRP resist rev with doxorubicin	IL1B NFkB inh	IL1B NFkB inh cell count 2 µM	PLAP inhibitors HTS
C=CCNC(=O)CSc1ccc(Cl)cc1	-7%	16	154	-15	99	114	-16	154	23%
O=C(O)c1cccnc1Oc1ccccc1	·	12	118	-3	85	88	-12	118	·
COc1ccc(C2Oc3ccccc3N2C(C)=O)cc1 (stereo unspecified)	6%	2	142	-15	65	80	-2	142	-5%
O=C(NCCc1ccncc1)C12CC3CC(CC(C3)C1)C2	-24%	0	60	18	100	83	0	60	20%
CCOCC(=O)Nc1nnc(Cc2ccc(OC)c(OC)c2)s1	-1%	12	154	-6	74	80	-12	154	-16%
CN1CCN(C2=Cc3ccccc3Sc3cc(F)c(Cl)cc32)CC1	·	14	122	-2	0	2	-14	122	·
CCOC(=O)C1=C(N)N(c2ccccc2Oc2ccccc2)C(=O)C1	8%	12	189	27	101	74	-12	189	-59%
CCOC(=O)c1nnc(-c2ccc(C)cc2)nc1Sc1ccccc1Cl	-2%	-7	57	0	25	25	-14	151	3%
CCN1CCCC1CNC(=O)c1cc2c(=O)n(C)c3ccccc3c2n1C (stereo unspecified)	3%	-10	46	2	102	100	10	46	-60%
O=C(CN1CCN(S(=O)(=O)c2ccccc2)CC1)NC(=O)NC1CCCCC1	-20%	21	117	·	·	·	-20	117	-74%
COc1ccc(C(=O)COC(=O)C(CC(C)C)N2C(=O)c3ccccc3C2=O)cc1 (stereo unspecified)	·	27	162	-7	99	106	-27	162	·
CC(C)Oc1cc(NC(=O)CSCC(=O)Nc2cccc(C(F)(F)F)c2)c(Cl)cc1Cl	8%	-3	164	·	·	·	3	164	20%
C=CCn1c(SCC(=O)N2CCCC2)nc2cc(C(=O)NCC3CCCO3)ccc2c1=O (stereo unspecified)	7%	6	92	2	91	89	-6	92	-28%
CCOC(=O)C1CCN(C(=O)CN(c2cc(OC)ccc2OC)S(=O)(=O)c2ccccc2)CC1	8%	·	·	-3	96	99	·	·	-64%
COc1ccccc1NC(=O)N(CCCN1CCOCC1)Cc1cc2cc3c(cc2[nH]c1=O)OCO3	3%	·	·	9	88	79	·	·	-47%

Other structures
SMILES	Bcl-B TR3 displacers	IL1B NFkB pot	IL1B NFkB pot cell count 2 µM	MRP resist rev	MRP resist rev cytotoxicity	MRP resist rev with doxorubicin	IL1B NFkB inh	IL1B NFkB inh cell count 2 µM	PLAP inhibitors HTS
CCOC(=O)c1c(-c2ccc(C)o2)csc1NC(=S)NC(=O)c1ccccc1Br	-1%	5	137	·	·	·	-5	137	-3%
CCn1c(SCC(=O)c2cc(OC)ccc2OC)nnc1C(C)C	-5%	1	187	1	75	74	-1	187	-55%
CC(=O)NC(O)C(=O)c1ccco1 (stereo unspecified)	-4%	6	112	2	88	86	-6	112	-5%
CCCCn1c(=O)c(Cc2ccccc2)c(O)c2ccccc21	-5%	·	·	-4	101	105	·	·	6%
CCOc1ccc(OCC)c(NC(=O)Nc2ccc3c(c2)N(C)C(=O)CS3)c1	0%	5	69	-14	45	59	-5	69	-78%
Nc1nnc(-c2cccnc2)s1	-7%	0	196	-16	72	89	0	196	10%
CC(/C=N/n1c(-c2cccnc2)n[nH]c1=S)=C\c1ccccc1	-7%	7	132	·	·	·	-7	132	-3%
CSc1nsc(SC)c1NC(=O)OC1CCCCC1	-7%	-1	92	1	89	87	1	92	10%
N#CCSc1nc(Nc2ccc3c(c2)OCO3)c2ccccc2n1	0%	1	100	-25	46	71	-2	100	14%
CC(=O)c1cn(CC(=O)Nc2ccccc2)c2ccccc12	-7%	-22	88	5	103	98	22	88	18%
Cc1cc(-c2ccco2)n2c(nc3ccccc32)c1C#N	-3%	-8	174	·	·	·	8	174	-15%
COc1ccc(NC(=O)Cn2nnc(-c3ccccc3F)n2)cc1Cl	4%	-4	137	-15	89	104	4	137	-4%
Cc1cc(=O)[nH]c(-c2ccccc2)n1	6%	17	133	-3	94	97	-17	133	4%
C/C(=N\NC(=O)CC(C)C)c1ccc(Cl)c(Cl)c1	4%	-12	113	·	·	·	12	113	9%
CC(C)CC1NC2(C(=O)N(C)c3ccccc32)C2C(=O)N(C(C)C)C(=O)C12 (stereo unspecified)	-2%	·	·	-3	97	100	·	·	-31%
CCCSCCCNC(=O)CC1Oc2ccccc2NC1=O (stereo unspecified)	11%	-8	164	11	101	90	8	164	16%
CN1CCN(S(=O)(=O)c2ccc(NC(=O)c3cccs3)cc2)CC1	-7%	5	160	8	88	79	-5	160	8%
COC(=O)c1ccc(NC(=O)CSc2nnc(-c3ccncc3)n2C)cc1	6%	6	140	18	86	67	-6	140	-15%
Cc1ccc(C)n1-c1ccc(N2CCOCC2)c(Br)c1	-1%	13	146	8	92	84	-13	146	-8%
O=c1c2cc(N3CCOCC3)ccc2[nH]c(=S)n1Cc1cccc(Cl)c1	-6%	2	137	-19	52	72	-2	137	24%
COc1ccc(N2C(=O)CSC23C(=O)Nc2ccccc23)cc1 (stereo unspecified)	·	-8	104	-6	97	103	8	104	·
Cc1ccccc1CSc1n[nH]c(NS(=O)(=O)c2ccccc2)n1	4%	15	136	·	·	·	-15	136	-16%
CCNS(=O)(=O)c1ccc(NC(=O)Cn2nc(C(F)(F)F)cc2C)cc1	-1%	16	89	-8	94	102	-16	89	9%
COc1ccccc1N1CCN(C(=O)CN(CCc2ccccc2)S(C)(=O)=O)CC1	-5%	1	69	-11	87	99	-1	69	-37%
CCN(CC)CC#CCC(O)(c1ccccc1)C1CCCC1 (stereo unspecified)	·	0	104	12	99	87	0	104	·
(listing goes on)
SMILES	Bcl-B TR3 displacers	IL1B NFkB pot	IL1B NFkB pot cell count 2 µM	MRP resist rev	MRP resist rev cytotoxicity	MRP resist rev with doxorubicin	IL1B NFkB inh	IL1B NFkB inh cell count 2 µM	PLAP inhibitors HTS
COn1c2c(c3c4no[n+]([O-])c4ccc31)CCCC2	15%	12	154	-3	89	92	-12	154	4%
COc1ccc(C(=O)O/N=C/c2c(C(F)(F)F)nn(C)c2SCc2ccccc2Cl)cc1	-12%	-6	145	·	·	·	6	145	-16%
CCOC(=O)c1cnn(CCOC(=O)Cc2cccs2)c1NC(=O)Cc1cccs1	1%	-19	133	10	101	91	19	133	-3%
CC1(C)CC(=O)C2=C(C1)N(CC1CCCO1)C(=O)NC2(C(F)(F)F)C(F)(F)F (stereo unspecified)	-6%	-2	127	-3	91	94	2	127	9%
COc1ccc(NC2CC(=O)N(C(C)C)C2=O)cc1 (stereo unspecified)	1%	11	128	10	96	87	-11	128	7%
Oc1ccccc1C1=NCCNC(C(F)(F)C(F)F)=C1	-6%	14	177	-4	82	86	-14	177	12%
CCC(C)NC(=O)c1ccc(NC(=O)C2CCCO2)cc1 (stereo unspecified)	-6%	19	132	-8	101	109	-19	132	4%
CC(C)C(=O)N1CCN(c2ccc(NC(=O)c3ccc(Br)o3)cc2)CC1	0%	-3	143	-5	83	88	3	143	24%
CCOC(=O)c1c(N)nn(C(=O)C(C)C)c1-c1ccccc1	13%	-5	117	-6	79	85	5	117	-70%
Cc1nnsc1NC(=O)OCc1ccccc1Cl	-11%	-6	130	·	·	·	6	130	2%

Source: PubChem BioAssay
